# TrxR1 inh: qHTS Assay for Inhibitors of Mammalian Selenoprotein Thioredoxin Reductase 1 (TrxR1): qHTS; Thioredoxin reductase 1, cytoplasmic (Rattus norvegicus), O89049; recombinant rTrxR1, NADPH fluorescence consumption, selenite substrate; Potency, µM (doses to about 114 µM), for inactives: at the top dose activity change, negative = inhibition, hits mostly inhibitors; 1% of 390,000 active; AID 588453, 2011; further: on the % scale 0 is the no-effect control and ±100 the full control effect; nearly all actives have a fitted effect of over 65% in size
#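 Rat TrxR1 (90 nM in the dispensed reagent) was pre-reduced with 400 uM NADPH for 5 min at room temperature, then incubated with compound for 15 min. After 400 uM selenite was added, NADPH fluorescence (Ex 340/Em 450 nm) was followed for 8 min.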
# TrxR1 substrate: qHTS Assay for Substrates of Mammalian Selenoprotein Thioredoxin Reductase 1 (TrxR1): qHTS; Thioredoxin reductase 1, cytoplasmic (Rattus norvegicus), O89049; 0.01% of 390,000 active; AID 588456, 2011; Potency, µM (highest dose often 114 µM), for inactives: top-dose activity change, negative = substrate turnover; purified TrxR1 substrate turnover, NADPH consumption readout; further: on the % scale 0 is the no-effect control and ±100 the full control effect; nearly all actives have a fitted effect of over 50% in size
#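 Rat TrxR1, dispensed at 90 nM, was prereduced with 400 uM NADPH (final) for 5 min at ~22 deg C, then incubated with compound 15 min before 400 uM selenite. A first-read NADPH fluorescence drop versus no-compound background flagged substrates.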
# RGS4 inh: Inhibitors of Regulator of G Protein Signaling (RGS) 4: qHTS | Transcreener GDP fluorescence polarization, RGS4-accelerated GTP hydrolysis | 0.039% of 390,000 active | Regulator of G-protein signaling 4 (Homo sapiens), P49798 | Potency, µM (top dose mostly 114 µM), for the others: top-dose activity change, negative = inhibition, hits mostly inhibitors; further: on the % scale 0 is the no-effect control and ±100 the full control effect; nearly all actives have a fitted effect of over 75% in size; some results filed as inactive show a strong effect at the top dose
# Target sequence (P49798 whole entry, looked up): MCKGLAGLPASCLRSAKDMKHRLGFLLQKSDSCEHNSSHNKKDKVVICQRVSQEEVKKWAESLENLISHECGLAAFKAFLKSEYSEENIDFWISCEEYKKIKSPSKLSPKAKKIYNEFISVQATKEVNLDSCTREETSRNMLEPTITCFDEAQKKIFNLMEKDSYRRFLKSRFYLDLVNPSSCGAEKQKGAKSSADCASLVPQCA
#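 MLSMR compounds (23 nl, pin-transferred) preincubated 10 min at room temperature with a 500nM (2x) first reagent, then RGS4 at 900nM (2x) plus Transcreener GDP mix added; fluorescence polarization (620/688 nm) read before and after 90 min at 30 °C.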
# Vif-A3F inh: qHTS for Inhibitors of Vif-A3F Interactions: qHTS; HeLa A3F-eYFP + Vif (tagged APOBEC3F with the HIV-1 protein that degrades it), YFP fluorescence increase; Potency, µM (titrated, usually from 46.1 µM), for inactives: at the top dose activity, negative = active; 0.2% of 390,000 active; AID 602313, 2012; further: % of control where 0% means no effect; nearly all actives have a fitted effect of over 65% in size
#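 Fluorescence increase (Ex 488/Em 500-530) after overnight compound treatment at 37 deg C flags inhibition of Vif-driven A3F-eYFP loss in stable HeLa A3F-eYFP/Vif cells seeded overnight beforehand.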
# USP1 inh: Inhibitors of USP1/UAF1: Primary Screen; Ubiquitin carboxyl-terminal hydrolase 1 (Homo sapiens), O94782; recombinant USP1/UAF1, Ub-Rhodamine cleavage fluorescence; Potency, µM (series often up to 57.1 µM), inactives show top-dose activity change, negative = inhibition, actives largely listed as inhibitors; 0.23% of 390,000 active; further: on the % scale 0 is the no-effect control and ±100 the full control effect; nearly all actives have a fitted effect of over 60% in size; inactives centre near -12
# Target sequence (O94782 whole entry, looked up): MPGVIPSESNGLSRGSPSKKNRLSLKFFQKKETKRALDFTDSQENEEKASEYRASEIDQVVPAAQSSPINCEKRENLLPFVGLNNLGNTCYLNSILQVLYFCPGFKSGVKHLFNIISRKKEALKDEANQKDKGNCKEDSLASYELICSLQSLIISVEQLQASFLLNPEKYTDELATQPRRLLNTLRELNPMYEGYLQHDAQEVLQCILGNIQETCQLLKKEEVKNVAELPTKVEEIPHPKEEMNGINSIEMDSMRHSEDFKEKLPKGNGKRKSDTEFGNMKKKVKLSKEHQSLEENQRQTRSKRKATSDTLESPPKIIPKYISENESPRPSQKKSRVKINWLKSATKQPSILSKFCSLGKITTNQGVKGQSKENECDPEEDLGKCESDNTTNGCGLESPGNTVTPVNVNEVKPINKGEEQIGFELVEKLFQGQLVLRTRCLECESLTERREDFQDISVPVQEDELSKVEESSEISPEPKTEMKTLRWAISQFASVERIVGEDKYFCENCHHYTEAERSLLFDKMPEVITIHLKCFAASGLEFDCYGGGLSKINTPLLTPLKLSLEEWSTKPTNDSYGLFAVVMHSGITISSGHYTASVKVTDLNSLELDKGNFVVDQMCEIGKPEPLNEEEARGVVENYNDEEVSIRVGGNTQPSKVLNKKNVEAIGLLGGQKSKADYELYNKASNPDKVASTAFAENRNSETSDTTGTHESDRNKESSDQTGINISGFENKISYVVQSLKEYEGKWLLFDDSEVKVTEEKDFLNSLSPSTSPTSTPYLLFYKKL
#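 Step one: compound is pinned into 1nM USP1/UAF1 in HEPES pH 7.8 buffer with TCEP. Step two: 15 min room-temperature incubation. Step three: Ub-Rho (150nM final) starts cleavage, tracked by fluorescence over six one-minute reads.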
# ALOX12 inh: Primary qHTS assay for inhibitors of human arachidonate 12S-lipoxygenase (ALOX12): Round 2; Potency, µM (series often up to 108 µM), for the others: top-dose activity change, negative = inhibition, most hits filed as inhibitors; 1.1% of 580,000 active; purified 12hLO, xylenol orange hydroperoxide absorbance; further: on the % scale 0 is the no-effect control and ±100 the full control effect
#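 Hydroperoxide product was detected by ferrous iron/xylenol orange as the 573 to 405 nm absorbance ratio. Arachidonic acid at 40 uM (final) was turned over for 30 min at room temperature by 150 nM human 12hLO, pH 7.0 Hepes buffer, after 15 min compound preincubation.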
# Vif-A3G inh: qHTS for Inhibitors of Vif-A3G Interactions: qHTS. HeLa A3G-eYFP + Vif (tagged APOBEC3G with the HIV-1 protein that degrades it), YFP fluorescence, overnight. 0.076% of 410,000 active. Potency, µM (series often up to 46.1 µM), without a hit: at the highest dose activity, negative = active, most hits filed as inhibitors. DNA dC->dU-editing enzyme APOBEC-3G (Homo sapiens), Q9HC16;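 further: on the % scale 0 is the no-effect control and ±100 the full control effect; nearly all actives have a fitted effect of over 60% in size; hits raise eYFP signal because A3G escapes Vif-driven loss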
#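 Read-out is eYFP fluorescence (Ex 488/Em 500-530) from Vif-expressing HeLa A3G-eYFP cells; more signal means A3G escaped Vif-mediated degradation. Cells plated overnight, compound pinned in, incubated overnight at 37 deg C.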
# RXFP1 agonist: qHTS Assay for Agonists of the Relaxin Receptor RXFP1. Relaxin receptor 1 (Homo sapiens), Q9HBX9. HEK293T-RXFP1 cAMP TR-FRET, 30 min; response scale: percent of porcine relaxin response, buffer zero. Potency, µM (doses to about 57.5 µM), for the others: at the highest dose activation, hits mostly activators. 0.3% of 370,000 active. AID 2676, 2010; further: on the % scale 0 is the no-effect control and ±100 the full control effect; nearly all actives have a fitted effect of over 60% in size; many of its hits are not listed in these tables
#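 HEK293 cells stably expressing RXFP1, treated 30 min at 37C with compounds plus PDE4 inhibitor Ro 20174; cAMP measured by HTRF TR-FRET. Normalized to buffer and 29 nM porcine relaxin; EC50 by Hill fit.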
# mIDH1 inhibitor: qHTS for Inhibitors of mutant isocitrate dehydrogenase 1 (IDH1): qHTS. AID 602179, 2012. IDH1-R132H enzyme, NADPH consumption, diaphorase/resazurin fluorescence. Isocitrate dehydrogenase [NADP] cytoplasmic (Homo sapiens), O75874. 0.093% of 390,000 active. Potency, µM (doses to about 76.6 µM), for the others: top-dose activity change, negative = inhibition, hits mostly inhibitors; further: on the % scale 0 is the no-effect control and ±100 the full control effect; nearly all actives have a fitted effect of over 65% in size
#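 IDH1-R132H (0.5 ug/mL dispensed) in pH 7.5 Tris buffer was preincubated 30 min with compound, then given a substrate mix of 0.016 mM NADPH and 2 mM alpha-KG for 80 min at room temperature; remaining NADPH was read by diaphorase/resazurin fluorescence.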
# Numbers without * were called inactive; ? = inconclusive; · = not tested or not shown; [ ] = dose if it differs, or a comment. The call rests on the fitted dose curve; in most records, active means well fitted curve in the direction sought with a large enough effect; inconclusive means small, poorly fitted or top-dose-only effect, or another doubt; inactive means no such curve, though single readings can be large; an effect the other way counts as inactive or inconclusive. Potency means the concentration at half of the fitted maximal effect. An excerpt; rates above refer to the full screens.
# A first look:
entry	SMILES	Vif-A3G inh	RGS4 inh	RXFP1 agonist	TrxR1 substrate	TrxR1 inh	Vif-A3F inh	USP1 inh	ALOX12 inh	mIDH1 inhibitor
1	COc1ccc(C2(O)CCN(CCCCOc3ccccc3)CC2)cc1	0%	15%	0.8%	18%	35%	-6%	-9%	-1%	4%
2	COc1ccc(S(=O)(=O)N2CCOCC2)cc1NC(=O)CCCOc1ccc(C(C)=O)cc1	0%	·	·	·	·	2%	-19%	-3%	-4%
3	COc1ccc(C(=O)N2CCCC(Nc3ccc(C)c(C)c3)C2)cc1 (stereo not given)	-10%	0%	1.1%	8%	17%	1%	-26%	0%	15%

# This part in full, previewed entries included:
entry	SMILES	Vif-A3G inh	RGS4 inh	RXFP1 agonist	TrxR1 substrate	TrxR1 inh	Vif-A3F inh	USP1 inh	ALOX12 inh	mIDH1 inhibitor
1	COc1ccc(C2(O)CCN(CCCCOc3ccccc3)CC2)cc1	0%	15%	0.8%	18%	35%	-6%	-9%	-1%	4%
2	COc1ccc(S(=O)(=O)N2CCOCC2)cc1NC(=O)CCCOc1ccc(C(C)=O)cc1	0%	·	·	·	·	2%	-19%	-3%	-4%
3	COc1ccc(C(=O)N2CCCC(Nc3ccc(C)c(C)c3)C2)cc1 (stereo not given)	-10%	0%	1.1%	8%	17%	1%	-26%	0%	15%
4	CNC(=O)CSc1nc2cc(S(=O)(=O)Nc3ccccc3OC)ccc2o1	-1%	-33%	0.0%	0%[57.1 µM]	-3%[57.1 µM]	-5%	-11%	?	4%
5	O=C(CCC(=O)N(c1ccccc1)C(C(=O)NC1CCCC1)c1ccncc1)Nc1cccnc1 (stereo not given)	0%	-10%	0.6%	11%	19%	-6%	-13%	0%	0%
6	Cc1ccc(-c2nc3c(c(SCC(=O)N4CCOCC4)n2)COC(C)(C)C3)cc1	0%	15%	·	-10%	-9%	5%	-13%	-2%	6%
7	COC(=O)c1sc(NC(=O)COc2ccccc2)nc1C	-3%	-11%	0.8%	-6%	1%	5%	-15%	13%	-3%
8	COc1ccc2c(c1)c1c(c(=O)n(-c3ccccc3)c(=O)n1CC(=O)Nc1ccc(C)c(C)c1)n2C	-2%	23%	15%	-2%	7%	2%	-4%	0%	-8%
9	O=C(Nc1cc([N+](=O)[O-])ccc1N1CCCC1)c1ccccc1	-10%	-22%	-0.3%	-16%[57.1 µM]	14%[57.1 µM]	?	-16%	-25%	-1%
10	COCCn1nnnc1C(c1ccc(C(F)(F)F)cc1)N1CCOCC1 (stereo not given)	-4%	-5%	0.0%	-2%	0%	·	-19%	-18%	3%
11	CCOC(=O)Cc1csc(NC(=O)C(C)(C)C)n1	3%	9%	0.6%	-4%	-16%	-9%	-5%	-25%	0%
12	CCOc1ncccc1C(=O)OCC(=O)NC1CCCCCC1	-1%	-11%	0.5%	3%	17%	9%	-21%	-1%	12%
13	O=C(Nc1nccs1)C1CCCN(S(=O)(=O)c2cccnc2)C1 (stereo not given)	4%	?	-0.3%	4%[57.1 µM]	12%[57.1 µM]	0%	-4%	342%[activator]	-13%
14	Cc1cc(C)c2c(N)c(C(=O)c3cccc(Cl)c3)sc2n1	-5%	13%	-2.1%	8%	-3%	6%	-18%	-19%	12%
15	CC(C)c1cc(C(C)C)c(S(=O)(=O)N2c3ccccc3[C@@]3(Br)C[C@H]4C(=O)N[C@@H](Cc5ccccc5)C(=O)N4[C@@H]23)c(C(C)C)c1	1%	-25%	·	-11%[57.1 µM]	16%[57.1 µM]	-1%	-24%	·	11%
16	CC(C)CN(C(=O)CN1CCCCCC1)c1c(N)n(CC(C)C)c(=O)[nH]c1=O	0%	8%	-0.9%	8%[57.1 µM]	?	?	?	55%[activator]	0%
17	COCCCNC(=O)C1CCN(Cc2cc3ccccc3n2Cc2cccc(C)c2)CC1	-1%	28%	-0.5%	-7%[57.1 µM]	7%[57.1 µM]	-3%	?	-27%	4%
18	CCOC(=O)C1CCCN(C2CC(=O)N(c3ccc(C)c(C)c3)C2=O)C1 (stereo not given)	-6%	3%	0.8%	-9%	-13%	2%	-18%	57%	1%
19	CC(C)(C)C(=O)NC1CCN(S(C)(=O)=O)CC1	0%	-10%	-2.3%	-11%	3%	-2%	-23%	-8%	-2%
20	O=S(=O)(c1ccc2c(c1)OCCO2)N1CCN(c2nc3ccccc3s2)CC1	1%	29%	1.2%	6%	30%	-13%	-18%	19%	13%
21	CCOC(=O)C1CCCN(C(=O)c2cc(-c3ccc(F)cc3)nc3ccccc23)C1 (stereo not given)	-6%	4%	1.0%	-11%	-15%	3%	-13%	1%	-3%
22	CN1CCN(C2=C(Cl)C(=O)N(c3ccc(Cl)cc3)C2=O)CC1	?	-39%	-0.4%	-2%	-20%	-4%	-9%	·	0%
23	CC1CCC(Nc2nc3c(-c4cccc(C(F)(F)F)c4)nnn3c3ccccc23)CC1 (stereo not given)	1%	3%	8.8%	132%[activator]	75%[activator]	-6%	-29%	-14%	1%
24	Cc1ccsc1C(=O)OCC(=O)NC1CCCC(C)C1C (stereo not given)	0%	3%	·	0%	6%	3%	-21%	-2%	2%
25	COc1cccc(OC)c1OCCN1CCN(C(=O)c2ccco2)CC1	0%	-16%[11.4 µM]	0.6%	11%[57.1 µM]	12%[57.1 µM]	3%	-16%	?	1%

# (listing goes on)
entry	SMILES	Vif-A3G inh	RGS4 inh	RXFP1 agonist	TrxR1 substrate	TrxR1 inh	Vif-A3F inh	USP1 inh	ALOX12 inh	mIDH1 inhibitor
26	CSCC[C@H](NC(=O)C1CCC(CNC(=O)[C@@H]2CCCN2C(=O)OC(C)(C)C)CC1)C(=O)O (stereo not given in full)	1%	22%	1.2%	-3%	-2%	-1%	-1%	4%	-1%
27	Cc1ccc(C(=O)N/C(=C\c2ccccc2)C(=O)NCCCn2ccnc2)cc1	2%	38%	-0.1%	0%	24%	0%	-10%	-1%	-2%
28	CC[n+]1c(/C=C(/C)SC)sc2ccccc21	1%	-26%	0.0%	-18%	?	7%	-16%	?	8%
29	CN(Cc1nccn1C)C(=O)c1ccc(OC2CCN(CCc3ccccc3)CC2)cc1	1%	-4%	-0.8%	-16%	-17%	1%	-3%	0%	-1%
30	CCOC(=O)C1CCCN(c2c(NCCN3CCCCC3CC)c(=O)c2=O)C1 (stereo not given)	-3%	5%	0.0%	-7%	6%	-3%	6%	0%[57.4 µM]	-4%
31	CCN1CSC(=S)N(Cc2ccccc2)C1	-6%	-27%	-4.5%	2%	?	-5%	-9%	14%	-9%
32	CCOC(=O)c1c(NC(=O)c2cc(-c3cccc(OC)c3)on2)sc2c1CCCC2	3%	?	-0.6%	4%	8%	0%	-3%	?	-5%
33	O=C(Cc1cccs1)Nc1nnc(SCC(=O)N2CCCCC2)s1	1%	1%[11.4 µM]	1.9%	10%[57.1 µM]	16%[57.1 µM]	5%	-7%	-24%	3%
34	CCN1CCN(Cc2c(O)ccc3c2O/C(=C\C=C\c2ccccc2OC)C3=O)CC1	-12%	-53%	0.6%	-25%	?	?	28µM*	-20%	1%
35	Clc1cccc(Cl)c1/C=C/c1ccn[nH]1	?	15%	3.6%	-5%	15%	-8%	-7%	6%	7%
36	COCCCn1cc(C(=O)c2cc(OC)ccc2OCC(=O)N2CCCCC2C)cc(C#N)c1=O (stereo not given)	1%	-6%	2.0%	6%[57.1 µM]	18%[57.1 µM]	-2%	-18%	-2%	6%
37	COc1ccc(-c2cc(C(F)(F)F)n3nc(C(=O)N4CCOCC4)nc3n2)cc1	-3%	7%	1.4%	-4%	-20%	-6%	-19%	0%	0%
38	Cc1cn2c(=O)cc(COC(=O)c3cccc(NC(=O)COc4ccccc4C)c3)nc2s1	-2%	-12%	23%	5%[57.1 µM]	8%[57.1 µM]	-9%	-5%	-26%	-3%
39	COC(=O)CCC(=O)OC1(C)C(=O)C2=CN(Cc3ccc4c(c3)OCO4)C(c3ccc(OC)cc3)=CC2=C(Br)C1=O (stereo not given)	2%	-15%	·	-11%	-10%	-2%	-18%	·	21%
40	COc1cccc(/C=N/NC(=O)c2cc3c(OC)c(OC)ccc3[nH]2)c1OC	4µM*	-16%	4.5%	-6%	6%	5%	-25%	-14%	-6%
41	COc1cccc(C(=O)N2CCN(Cc3nc(CC4CC4)no3)CC2)c1	1%	1%	5.2%	5%	17%	1%	-23%	0%	-2%
42	CC(CC(C)C(=O)N1CCOCCN(C(=O)C(C)CC(C)C(=O)O)CCOCC1)C(=O)O (stereo not given)	0%	0%	2.0%	7%[57.1 µM]	20%[57.1 µM]	-4%	-4%	?	5%
43	COCc1nnc(NC(=O)COc2ccc3c(c2)OCO3)s1	-3%	?	-3.7%	5%	14%	2%	-22%	?	0%
